Source: PubChem BioAssay
PG9 binder = binds the HIV-1 gp120 antibody PG9. TR-FRET gp120-PG9 antibody binding. inhibition, % at 6.7 µM. actives 0.43% (n = 360,000). AID 624416; in the data active means inhibition above about 8.5%
PRMT1 FP inh = PRMT1 (human) inhibition, primary screen | Q99873 | recombinant PRMT1, activity-based probe fluorescence polarization | inhibition, % at 2.79 µM | actives 1.3% (n = 370,000) | AID 652257;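 active means inhibition above about 21% made by adding two undisclosed values, limit read from the data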
Target sequence (Q99873 whole entry, looked up): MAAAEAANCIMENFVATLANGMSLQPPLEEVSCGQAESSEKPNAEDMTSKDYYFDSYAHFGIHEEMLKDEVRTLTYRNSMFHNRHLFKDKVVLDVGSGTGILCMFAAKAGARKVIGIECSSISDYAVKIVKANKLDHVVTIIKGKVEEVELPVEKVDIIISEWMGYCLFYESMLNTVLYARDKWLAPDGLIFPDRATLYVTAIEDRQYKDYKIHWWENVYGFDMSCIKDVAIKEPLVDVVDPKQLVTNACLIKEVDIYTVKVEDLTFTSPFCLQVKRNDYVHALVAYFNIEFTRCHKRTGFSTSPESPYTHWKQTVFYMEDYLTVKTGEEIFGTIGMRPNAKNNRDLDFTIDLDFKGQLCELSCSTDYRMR
mABHD4 FP = ABHD4 (mouse) inhibition, primary FP screen | purified mABHD4, FP-Rh probe fluorescence polarization | Q8VD66 | actives 0.54% (n = 370,000) | inhibition, % at 8.92 µM;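 active means inhibition exceeding the mean over every tested compound plus 3 SD, cut at about 30% in these data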;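 further: 0% = plate median of compound wells and 100% = S159A mutant with DMSO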
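Doses – 8.92 µM, single dose · Material – wild-type mouse ABHD4 protein · Replication – single well per compound (singlicate) · Measure – percent inhibition of probe binding, normalized to plate controls · Schedule – 45 min compound pre-incubation plus 60 min probe step, 25 °C · Detection – fluorescence polarization with parallel and perpendicular emission, 525/598 nm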
TDP2 inh = TDP2 (human) inhibition, absorbance primary screen; O95551; recombinant TDP2, T5PNP hydrolysis, p-nitrophenol absorbance 415 nm; inhibition, % at 12.8 µM; actives 0.34% (n = 370,000); AID 720702;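 active means inhibition above the mean of all tested compounds plus 3 SD, set per campaign, cut at about 25% in these data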;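 further: 0% = DMSO with enzyme and 100% = buffer with substrate but no TDP2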
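Read-out basis: percent inhibition. System: recombinant human TDP2. Buffer or medium: Mg2+-containing Tris-HCl buffer, pH 7.5. Repeats: single replicate. Timing: reaction 2 h, 37 °C. Benchmarks: high control without enzyme, low control DMSO plus TDP2. Probe or stimulus: 5 mM T5PNP. Doses: 12.8 µM only. Measured by: epi absorbance of p-nitrophenol freed from T5PNP by hydrolysis.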
TCR-CD3 inh = blocks the human TCR-CD3 interaction. TAMRA-labeled TCR probe fluorescence, biochemical. inhibition, % at 9.4 µM. actives 0.37% (n = 360,000); in the data active means inhibition above about 19%;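 further: recombinant mutant TCR 2C K166C tagged with TAMRA read by polarization; 0% = receptor in buffer alone and 100% = receptor with positive control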
NR1D1 modulator = modulators of human Rev-erb alpha DNA binding; P20393; actives 0.79% (n = 370,000); activity, % at 10 µM; Rev-erbα–FITC-DNA binding, fluorescence polarization, 90 min;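 active means activity above about 14%, limit read from the data; passing the limit was not always enough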;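 further: 0% = DMSO wells with 35 nM protein and 100% = DMSO wells with 750 nM protein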
SIAE inh = inhibitors of human sialic acid acetylesterase SIAE. actives 0.69% (n = 370,000). AID 1053197. inhibition, % at 9.66 µM. SIAE FP-Rh probe binding, fluorescence polarization;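 active means inhibition above a cutoff: mean of compounds within the control limits plus 3 SD of those, cut at about 17% in these data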;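 further: 0% = plate median of compound wells and 100% = probe without SIAE protein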
Target sequence (Q9HAT2 whole entry, looked up): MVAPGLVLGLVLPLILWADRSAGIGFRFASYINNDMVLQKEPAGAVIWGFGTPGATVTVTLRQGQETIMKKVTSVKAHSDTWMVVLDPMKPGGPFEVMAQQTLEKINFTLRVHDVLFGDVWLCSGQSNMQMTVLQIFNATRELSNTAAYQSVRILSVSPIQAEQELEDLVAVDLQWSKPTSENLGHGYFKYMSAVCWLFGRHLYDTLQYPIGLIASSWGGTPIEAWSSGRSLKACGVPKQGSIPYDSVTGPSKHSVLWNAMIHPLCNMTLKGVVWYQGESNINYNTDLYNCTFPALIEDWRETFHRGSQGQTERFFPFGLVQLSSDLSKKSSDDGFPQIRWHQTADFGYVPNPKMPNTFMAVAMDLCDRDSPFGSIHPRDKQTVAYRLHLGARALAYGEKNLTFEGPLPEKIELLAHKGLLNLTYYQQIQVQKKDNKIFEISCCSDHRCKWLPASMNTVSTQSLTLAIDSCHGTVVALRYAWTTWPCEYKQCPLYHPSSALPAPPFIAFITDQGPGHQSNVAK
LEDGF integ inh = blocks HIV-1 LEDGF/p75-dependent DNA integration; TR-FRET IN-LEDGF/p75 DNA integration, Eu/Cy5; inhibition, % at 3.7 µM; actives 0.64% (n = 370,000); AID 743269;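 active means inhibition above the screen-wide mean plus 3 SD, cut at about 13% in these data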;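 further: signal is the Cy5 over europium emission ratio at 671 and 618 nm; 0% = plate median of compound wells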
HTRA1 inhibitor = blocks human HTRA1 serine peptidase; actives 0.5% (n = 340,000); Q92743; AID 504803; recombinant HTRA1, FP-rhodamine activity-based probe, fluorescence polarization; inhibition, % at 5.96 µM; in the data active means inhibition above about 36%;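 further: 0% = enzyme with DMSO and 100% = wells lacking enzyme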
rCAG RNA binder = binds r(CAG) RNA repeats; AID 651821; actives 1.3% (n = 370,000); r(CAG) RNA repeat, TO-PRO-1 dye displacement fluorescence; inhibition, % at 3 µM;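 active means inhibition above the plate cutoff, the mean of all test compounds on that plate plus 3 SD, cut at about 35% in these data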;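 further: 0% = DMSO alone and 100% = 100 µM mitoxantrone as full dye displacement; higher means more dye released from RNA so lower well fluorescence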
Starred values were filed as active, the others as inactive; . = not tested or not shown. Not all compounds are listed; count on the stated rates, not on these rows.

Structure	PG9 binder	PRMT1 FP inh	mABHD4 FP	TDP2 inh	TCR-CD3 inh	NR1D1 modulator	SIAE inh	LEDGF integ inh	HTRA1 inhibitor	rCAG RNA binder
Nc1c(C(=O)CSc2nnc(-c3ccccc3F)o2)c(=O)[nH]c(=O)n1C1CC1	0.0	-0.3	6.0	7.0	-2.5	-13.3	2.3	0.2	5.1	1.2
CS(=O)(=O)Nc1cccc(C2=NN(C(=O)c3cccc(F)c3)C(c3cccs3)C2)c1 (stereo unspecified)	-1.4	1.5	-37.8	-10.9	8.8	1.7	13.1	-2.3	-7.3	8.9
CCC(C)NC(=O)CSc1nc2cc(S(=O)(=O)N3CCOCC3)ccc2n1CC (stereo unspecified)	1.0	2.2	7.5	8.2	-9.8	-4.1	-3.8	-4.8	-1.9	-6.8
Cc1ccc(-c2cc(-c3n[nH]c(=S)o3)c3ccccc3n2)cc1	-0.4	7.0	-4.0	-0.7	0.5	-2.2	-2.1	0.1	-12.7	32.2
CCN1C(=O)CC(N2CCC(Nc3ccc(OC)cc3)CC2)C1=O (stereo unspecified)	-2.0	2.2	1.9	4.2	3.9	-2.9	10.0	-1.0	9.8	-1.9
Cc1ccc(NC(=O)CSc2ncc(S(=O)(=O)c3ccccc3)c(=O)[nH]2)cc1C	1.2	1.0	-8.1	4.7	5.8	4.4	-3.6	3.4	-7.2	49.4*
COCCn1c(C)cc(C(=O)COC(=O)C2CC(=O)N(CCc3ccc(OC)c(OC)c3)C2)c1C (stereo unspecified)	0.0	0.4	0.1	7.9	-0.3	-3.6	5.3	2.8	5.0	-0.9
Cc1cc(=O)oc2c(C)c(OC(C)C(=O)NC3CCN(Cc4ccccc4)CC3)ccc12 (stereo unspecified)	0.7	1.8	-5.3	-3.5	-2.5	-4.5	1.0	-1.2	1.5	-3.6
c1coc(-c2nc3c4ccccc4ccn3c2Cc2ccsc2)c1	-1.1	32.4*	3.4	-7.5	4.2	7.2	-4.3	5.2	.	14.7
CCCC#Cc1cnc2c(c1)C(=O)N([C@H](C)CO)C[C@@H](C)[C@H](CN(C)S(=O)(=O)c1cccc(OC)c1)O2	-1.1	-3.6	-4.0	-10.6	-5.8	-7.7	-0.5	2.4	-15.2	4.7

Full records, quoted from the list. Values in the order: PG9 binder	PRMT1 FP inh	mABHD4 FP	TDP2 inh	TCR-CD3 inh	NR1D1 modulator	SIAE inh	LEDGF integ inh	HTRA1 inhibitor	rCAG RNA binder
`COCCn1c(C)cc(C(=O)COC(=O)C2CC(=O)N(CCc3ccc(OC)c(OC)c3)C2)c1C` (stereo unspecified) is entered as 0.0	0.4	0.1	7.9	-0.3	-3.6	5.3	2.8	5.0	-0.9
`Nc1c(C(=O)CSc2nnc(-c3ccccc3F)o2)c(=O)[nH]c(=O)n1C1CC1` is entered as 0.0	-0.3	6.0	7.0	-2.5	-13.3	2.3	0.2	5.1	1.2

Next entries follow.
Structure	PG9 binder	PRMT1 FP inh	mABHD4 FP	TDP2 inh	TCR-CD3 inh	NR1D1 modulator	SIAE inh	LEDGF integ inh	HTRA1 inhibitor	rCAG RNA binder
COc1ccc(S(=O)(=O)N2CCCCC2)cc1NC(=O)C1CC1C (stereo unspecified)	1.3	-3.1	3.0	4.3	4.7	-2.6	11.3	1.2	-13.5	0.2
S=C(NCCc1c[nH]c2ccccc12)NC1CCCCC1	-2.2	1.1	-5.3	-9.1	5.6	-2.1	-1.0	-8.9	-2.5	-1.7
CCOc1ccc2c(C)cc(=O)oc2c1OCC	-0.9	-0.9	-2.8	-1.4	6.9	-0.9	2.1	-0.6	7.3	-1.6
O=C(CCS(=O)(=O)c1ccccc1)N1CCCc2ccccc21	-0.1	1.9	1.6	-7.9	-3.2	-3.0	-0.2	-4.1	8.9	-1.9
CCN(CC)c1ccc(/C=N/NC(=O)c2cc3ccccc3[nH]2)cc1	-6.1	-0.1	-1.3	2.9	6.2	11.3	16.1	-0.4	1.7	17.2
Cc1ccc(S(=O)(=O)NC(=O)COc2ccccc2C)cc1	0.0	2.7	6.1	5.3	-1.7	1.9	0.1	2.6	-0.9	1.1
CCN(CC)CC(O)COc1ccc2c(c1)OCO2 (stereo unspecified)	0.2	0.9	1.3	10.9	0.0	.	5.5	3.5	9.9	-2.5
COC(=O)C1CN(Cc2cn(Cc3ccc(Cl)cc3)nn2)CCS(=O)(=O)N1Cc1ccc(OC)cc1 (stereo unspecified)	.	2.9	2.1	2.1	.	-0.8	2.1	-2.7	.	7.1
CCOC(=O)c1[nH]c(C)c(C(=O)OCC)c1C	0.7	-2.3	-0.2	-0.8	6.2	-7.5	-1.4	-2.6	3.5	0.1
CC1(C)CC(=O)C2=C(C1)NC1=C(C(=O)c3ccccc31)C2c1cccnc1 (stereo unspecified)	-15.7	-2.8	16.0	-4.0	-2.6	5.5	-2.6	-3.7	9.6	-1.0
CC(=O)NCc1ccc(-c2csc(NC(=O)CCCc3nc4ccccc4c(=O)[nH]3)n2)cc1	-1.7	0.8	-0.3	1.1	5.5	-1.6	8.2	0.5	-0.2	5.5
CC1=CC(c2ccccc2)n2ncnc2N1 (stereo unspecified)	-0.4	-2.2	-0.9	-0.7	-0.8	-1.9	5.2	-1.9	2.7	0.1
O=C(CSc1nc2ccccc2c(=O)n1Cc1ccco1)N1CCCC1	-3.1	1.3	0.8	1.4	-0.6	2.9	-2.4	-0.8	1.0	-2.5
CCC(C)[C@H](NS(=O)(=O)c1ccc(C)cc1)C(=O)N1CCC(C(=O)N2CCC(C(N)=O)CC2)CC1 (stereo partly specified)	-0.9	3.6	4.9	8.8	-3.7	-0.8	-2.7	-4.2	0.2	-4.6
O=C(Nc1ccccc1NC(=O)C1CCCO1)c1ccco1 (stereo unspecified)	-0.6	-1.2	2.1	-0.2	3.1	-1.7	-7.9	-1.9	-1.7	1.6
CNC(=O)c1ccccc1NC(=O)c1cccc(S(=O)(=O)N2CCC(C)CC2)c1	0.4	-3.0	-11.4	-0.5	0.0	-4.7	-13.2	-3.9	-29.5	2.5
O=C(CCc1nc2ccccc2s1)Nc1ccccc1	-2.2	3.8	0.7	7.2	7.2	1.0	-3.1	-0.4	-5.0	-3.0
CC(C)c1ccc(NC2CCCN(C(=O)c3cc(C(C)C)nc(N)n3)C2)cc1 (stereo unspecified)	-0.9	-0.1	-2.3	8.1	2.8	-3.1	4.6	-0.1	1.5	-5.9
Oc1sc(C=Nc2ccc(F)cc2)c2ccccc12	-1.4	0.2	-2.2	3.5	-1.3	3.2	-0.5	2.7	5.5	-7.8
COc1cccc(OC)c1C(=O)NC(=S)Nc1ccc(S(=O)(=O)Nc2nccs2)cc1	-1.1	-0.8	-3.3	9.2	-0.1	-3.5	1.0	-0.5	-1.3	59.3*
Cc1onc(-c2ccccc2)c1-c1csc(N/N=C/c2ccccc2)n1	-0.2	-2.7	-1.9	5.8	6.7	-8.4	8.2	-1.5	-8.0	4.6
CCOc1ccc(OCc2ccc(C(=O)NC(C)C)o2)cc1	-1.3	1.7	0.9	4.9	9.1	-6.9	2.4	2.7	-3.8	-3.1
CCOC(=O)C1CCN(C(=O)C2CCC(=O)N(CC3CCCCC3)C2)CC1 (stereo unspecified)	0.2	1.6	5.0	4.2	-4.3	3.5	-4.1	-2.9	7.5	-12.5
CC(=O)c1c(C)[nH]c(C(=O)NC2=NCCS2)c1C	-0.3	3.3	-2.8	8.3	3.8	-7.9	-4.3	2.6	-4.5	1.4
CCOC(=O)C(C)(C)N(Cc1ccc(C)cc1)S(=O)(=O)c1ccc(Cl)c([N+](=O)[O-])c1	-2.9	-0.7	-16.2	-15.9	4.2	-0.7	1.2	0.1	-13.6	1.9
O=C(Cn1nnc2ccccc21)c1ccc(Br)cc1	1.0	-1.2	0.1	-4.3	2.2	1.3	-4.4	2.3	-4.1	0.0
Cc1cc(NC(=O)COc2ccc3ccccc3c2Br)no1	10.0*	1.7	-2.8	4.7	2.6	4.2	3.8	-3.5	-23.2	8.4
COC(=O)CN1C(=O)[C@H]2[C@@H](c3ccc(C)o3)N3C(=O)CN(Cc4ccc(-c5ccccc5)cc4)C(=O)[C@@]3(C)[C@H]2C1=O	2.0	7.8	-7.9	8.3	2.1	3.1	7.9	-1.2	-14.5	0.3
C/C(=C\C(=O)c1ccc(C)o1)Nc1ccc(C(=O)O)cc1C	-1.4	0.7	0.8	10.4	2.5	-2.8	5.7	-2.7	-7.1	2.7
CSc1ncc(Cl)c(C(=O)Nc2cccc(Cl)c2)n1	-0.6	-4.7	-16.9	18.9	3.2	5.7	-12.7	-0.6	-24.0	-0.2
CC(C)C[C@@]12C(=O)N(c3cccc(Br)c3)C(=O)N1[C@H](c1ccc(Cl)cc1)[C@@H]1C(=O)N(C3CCCCC3)C(=O)[C@@H]12	-2.1	0.8	2.2	-4.7	3.6	2.5	-7.4	-1.2	-11.2	4.9
O=C(Nc1cccnc1)c1cccc([N+](=O)[O-])c1	-0.2	-1.4	-0.5	0.1	9.7	2.0	3.2	0.8	-3.2	-0.7
O=C(COc1ccccc1)N1CCN(S(=O)(=O)c2cccs2)CC1	0.2	-0.3	-0.5	-0.3	0.8	2.7	-0.9	-1.0	2.5	-0.9
COc1ccc(NC(=O)C2CCN(c3cc(C)nc(-c4ccccc4)n3)CC2)cc1	-2.3	1.4	-16.2	1.0	3.9	11.1	-9.7	1.6	-16.0	-1.0
O=C(O)c1cc(NC(=O)C2CCCO2)cc(C(=O)O)c1 (stereo unspecified)	-5.7	-1.4	-6.6	-11.6	2.2	9.5	4.0	1.8	4.4	-0.6
Cn1nnc(NC(=O)CSc2nnnn2-c2ccc(F)cc2)n1	-0.5	6.1	-15.4	-11.7	2.6	-0.3	-6.9	-0.4	3.2	-0.5
